# Source: PubChem BioAssay
# p53 reactivator: re-activators of mutant p53 | AID 504706 | actives 0.063% (n = 320,000) | H1299 p53-A138V BP100-luciferase reporter, luminescence, 24 h | Potency, µM (top dose mostly 92.2 µM), for the others: at the top dose activity change, positive = activation, actives largely listed as activators; note: % of control where 0% means no effect; nearly all actives have a fitted effect of over 45% in size
#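 p53-null H1299 cells stably carrying temperature-sensitive p53-A138V and a BP100-luciferase reporter were pinned with compounds (4-point, 1:5 series) and held 24 hrs at 37 deg C. Luminescence was read 10 min after detection reagent.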
# ELG1 genotox: inducers of genotoxicity in HEK293T ELG1-luciferase cells; HEK293T ELG1-luciferase reporter, luminescence, 16 h; Potency, µM (series often up to 46 µM), without a hit: at the highest dose activity change, positive = activation, hits mostly activators; actives 1.3% (n = 330,000); note: % of control where 0% means no effect; nearly all actives have a fitted effect of over 60% in size
#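 16 hr compound incubation (37 °C, 5% CO2) of HEK293T cells carrying luciferase-tagged ELG1; luciferase then measured by ONE-Glo luminescence after 30 min at RT.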
# RORg inh: blocks mouse ROR gamma transcriptional activity; P51450; Drosophila S2 Gal4-RORgamma UAS-luciferase reporter, 20 h; Potency, µM (titrated, usually from 53.6 µM), without a hit: at the highest dose activity change, negative = inhibition, most hits filed as inhibitors; actives 5.4% (n = 310,000); AID 2551; note: % is set by controls: 0 for no effect and ±100 for the full control effect; nearly all actives have a fitted effect of over 60% in size
#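 Compounds are pin-transferred onto Drosophila Schneider cells expressing a copper-inducible Gal4–ROR gamma transactivation domain fusion. After 1 hr, copper sulfate is added to 700 uM final; luciferase is read 20 hr later.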
# NPC1 promoter act: activates the NPC1 promoter; Huh7 NPC1 promoter luciferase reporter, 24 h; Potency, µM (titrated, usually from 9.22 µM), for the others: top-dose activation, most hits filed as activators; actives 2.4% (n = 320,000); AID 485313;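 note: % of control where 0% means no effect; nearly all actives have a fitted effect of over 60% in size; reporter is driven by a mutant NPC1 promoter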
#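 Luciferase expression driven by the NPC1 promoter was measured in stably transfected Huh7 cells after a 24 h compound incubation, using a luciferase reagent and a luminescence read.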
# Rab9 prom act: activators of Rab9 promoter | AID 485297 | Potency, µM (titrated, usually from 9.22 µM), for inactives: at the top dose activation, negative = inhibition, usual class: activators | Huh7 Rab9 promoter-luciferase reporter, luminescence, 24 h | actives 2.8% (n = 320,000); note: % of control where 0% means no effect; nearly all actives have a fitted effect of over 60% in size
#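 Luciferase signal after 10 min detection reagent at ambient indicates Rab9 promoter upregulation; stably transfected Huh7 cells were treated 24 h with compound in DMSO at 37 °C, 5% CO2.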
# BRCA1 expr up: activators of BRCA1 expression | MCF7-BRCA1-FFLuc reporter, luminescence, 48 h; response scale: scaled: vehicle 0%, 10 µM genistein 100% | Potency, µM (series often up to 46.1 µM), for the others: at the top dose activation, usual class: activators | actives 1.1% (n = 380,000) | AID 624202; note: nearly all actives have a fitted effect of over 80% in size; some results filed as inactive show a strong effect at the top dose
#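 Luminescence from a BRCA1-driven firefly luciferase in MCF7 cells was read after 48 h compound exposure at 37 C. Data normalized against DMSO and a 10microM genistein activation control, then curve-fitted across the titration.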
# FLuc counter: firefly luciferase modulation, counter-screen for miR-21 project | P08659 | purified FLuc, Km substrates, luminescence inhibition | actives 6.9% (n = 360,000) | AID 588342 | Potency, µM (top dose mostly 57.5 µM), without a hit: at the top dose activity change, negative = inhibition, hits mostly inhibitors;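 note: plate controls were vehicle for no effect and reference inhibitor for full effect; nearly all actives have a fitted effect of over 55% in size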
#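 Biochemical qHTS of compounds, final roughly 60 µM downward over six points, against 10 nM purified firefly luciferase using Km concentrations of substrates (10 uM D-luciferin, 10 uM ATP) in Tris acetate pH 7.5 buffer; luminescence output.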
# MBNL1 CUG block: inhibitors of human MBNL1 binding to CUG repeat RNA; actives 0.036% (n = 280,000); Q9NR56; TR-FRET MBNL1-His/biotin-(CUG)12 binding, 665/545 ratio; Potency, µM (titrated, usually from 57.5 µM), for the others: top-dose activity change, negative = inhibition, usual class: inhibitors; active = well fitted inhibition curve with a large enough effect in the signal ratio, with a control signal flat, not every such curve was filed as active; inconclusive = small, poorly fitted or top-dose-only effect, or effect the other way, or a change in a side signal; inactive = no such curve, though single readings can be large or run the other way; the % refers to the signal ratio; note: % is set by controls: 0 for no effect and ±100 for the full control effect
#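 Compound titration spanned 92 nM–58 uM against the MBNL1-His/biotin-(CUG)12 complex. After 60 min at room temperature with 5 nM streptavidin-XL665 and 0.055 ng/ul terbium anti-His, ratiometric 665/545 nm emission (Ex 340 nm) normalized to controls.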
# uPA surface inh: blocks generation of uPA at the cell surface; cell surface uPA generation assay, qHTS; Potency, µM (doses to about 38.3 µM), without a hit: at the highest dose activity change, negative = inhibition, actives largely listed as inhibitors; actives 0.31% (n = 330,000); active = well fitted inhibition curve with a large enough effect; inconclusive = small, poorly fitted or top-dose-only effect; inactive = no such curve, though single readings can be large or run the other way; tested in mouse RAW 264.7 cells; note: % is set by controls: 0 for no effect and ±100 for the full control effect; nearly all actives have a fitted effect of over 55% in size
# Gal4-VP16 FLuc: inhibits Gal4-VP16 luciferase reporter, ROR gamma counter-screen; Drosophila S2 Gal4-VP16 UAS-luciferase, luminescence, 20 h; Potency, µM (series often up to 53.6 µM), for inactives: at the top dose activity, negative = inhibition, most hits filed as inhibitors; actives 3.5% (n = 310,000); AID 2546;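 note: Gal4-VP16 expression switched on by copper sulfate through the metallothionein promoter; % is set by controls: 0 for no effect and ±100 for the full control effect; nearly all actives have a fitted effect of over 50% in size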
# CXXC DNA block: MLL CXXC-DNA interaction inhibition. Q03164. MLL-CXXC / FITC-HOXA9 DNA fluorescence polarization. Potency, µM (series often up to 115 µM), for the others: top-dose activity change, negative = inhibition, most hits filed as inhibitors. actives 0.037% (n = 290,000). AID 2662; active = well fitted inhibition curve with a large enough effect in the polarisation, with a control signal flat, not every such curve was filed as active; inconclusive = small, poorly fitted or top-dose-only effect, or effect the other way, or a change in a side signal; inactive = no such curve, though single readings can be large or run the other way; the % refers to the polarisation
# Target sequence (Q03164 whole entry, looked up): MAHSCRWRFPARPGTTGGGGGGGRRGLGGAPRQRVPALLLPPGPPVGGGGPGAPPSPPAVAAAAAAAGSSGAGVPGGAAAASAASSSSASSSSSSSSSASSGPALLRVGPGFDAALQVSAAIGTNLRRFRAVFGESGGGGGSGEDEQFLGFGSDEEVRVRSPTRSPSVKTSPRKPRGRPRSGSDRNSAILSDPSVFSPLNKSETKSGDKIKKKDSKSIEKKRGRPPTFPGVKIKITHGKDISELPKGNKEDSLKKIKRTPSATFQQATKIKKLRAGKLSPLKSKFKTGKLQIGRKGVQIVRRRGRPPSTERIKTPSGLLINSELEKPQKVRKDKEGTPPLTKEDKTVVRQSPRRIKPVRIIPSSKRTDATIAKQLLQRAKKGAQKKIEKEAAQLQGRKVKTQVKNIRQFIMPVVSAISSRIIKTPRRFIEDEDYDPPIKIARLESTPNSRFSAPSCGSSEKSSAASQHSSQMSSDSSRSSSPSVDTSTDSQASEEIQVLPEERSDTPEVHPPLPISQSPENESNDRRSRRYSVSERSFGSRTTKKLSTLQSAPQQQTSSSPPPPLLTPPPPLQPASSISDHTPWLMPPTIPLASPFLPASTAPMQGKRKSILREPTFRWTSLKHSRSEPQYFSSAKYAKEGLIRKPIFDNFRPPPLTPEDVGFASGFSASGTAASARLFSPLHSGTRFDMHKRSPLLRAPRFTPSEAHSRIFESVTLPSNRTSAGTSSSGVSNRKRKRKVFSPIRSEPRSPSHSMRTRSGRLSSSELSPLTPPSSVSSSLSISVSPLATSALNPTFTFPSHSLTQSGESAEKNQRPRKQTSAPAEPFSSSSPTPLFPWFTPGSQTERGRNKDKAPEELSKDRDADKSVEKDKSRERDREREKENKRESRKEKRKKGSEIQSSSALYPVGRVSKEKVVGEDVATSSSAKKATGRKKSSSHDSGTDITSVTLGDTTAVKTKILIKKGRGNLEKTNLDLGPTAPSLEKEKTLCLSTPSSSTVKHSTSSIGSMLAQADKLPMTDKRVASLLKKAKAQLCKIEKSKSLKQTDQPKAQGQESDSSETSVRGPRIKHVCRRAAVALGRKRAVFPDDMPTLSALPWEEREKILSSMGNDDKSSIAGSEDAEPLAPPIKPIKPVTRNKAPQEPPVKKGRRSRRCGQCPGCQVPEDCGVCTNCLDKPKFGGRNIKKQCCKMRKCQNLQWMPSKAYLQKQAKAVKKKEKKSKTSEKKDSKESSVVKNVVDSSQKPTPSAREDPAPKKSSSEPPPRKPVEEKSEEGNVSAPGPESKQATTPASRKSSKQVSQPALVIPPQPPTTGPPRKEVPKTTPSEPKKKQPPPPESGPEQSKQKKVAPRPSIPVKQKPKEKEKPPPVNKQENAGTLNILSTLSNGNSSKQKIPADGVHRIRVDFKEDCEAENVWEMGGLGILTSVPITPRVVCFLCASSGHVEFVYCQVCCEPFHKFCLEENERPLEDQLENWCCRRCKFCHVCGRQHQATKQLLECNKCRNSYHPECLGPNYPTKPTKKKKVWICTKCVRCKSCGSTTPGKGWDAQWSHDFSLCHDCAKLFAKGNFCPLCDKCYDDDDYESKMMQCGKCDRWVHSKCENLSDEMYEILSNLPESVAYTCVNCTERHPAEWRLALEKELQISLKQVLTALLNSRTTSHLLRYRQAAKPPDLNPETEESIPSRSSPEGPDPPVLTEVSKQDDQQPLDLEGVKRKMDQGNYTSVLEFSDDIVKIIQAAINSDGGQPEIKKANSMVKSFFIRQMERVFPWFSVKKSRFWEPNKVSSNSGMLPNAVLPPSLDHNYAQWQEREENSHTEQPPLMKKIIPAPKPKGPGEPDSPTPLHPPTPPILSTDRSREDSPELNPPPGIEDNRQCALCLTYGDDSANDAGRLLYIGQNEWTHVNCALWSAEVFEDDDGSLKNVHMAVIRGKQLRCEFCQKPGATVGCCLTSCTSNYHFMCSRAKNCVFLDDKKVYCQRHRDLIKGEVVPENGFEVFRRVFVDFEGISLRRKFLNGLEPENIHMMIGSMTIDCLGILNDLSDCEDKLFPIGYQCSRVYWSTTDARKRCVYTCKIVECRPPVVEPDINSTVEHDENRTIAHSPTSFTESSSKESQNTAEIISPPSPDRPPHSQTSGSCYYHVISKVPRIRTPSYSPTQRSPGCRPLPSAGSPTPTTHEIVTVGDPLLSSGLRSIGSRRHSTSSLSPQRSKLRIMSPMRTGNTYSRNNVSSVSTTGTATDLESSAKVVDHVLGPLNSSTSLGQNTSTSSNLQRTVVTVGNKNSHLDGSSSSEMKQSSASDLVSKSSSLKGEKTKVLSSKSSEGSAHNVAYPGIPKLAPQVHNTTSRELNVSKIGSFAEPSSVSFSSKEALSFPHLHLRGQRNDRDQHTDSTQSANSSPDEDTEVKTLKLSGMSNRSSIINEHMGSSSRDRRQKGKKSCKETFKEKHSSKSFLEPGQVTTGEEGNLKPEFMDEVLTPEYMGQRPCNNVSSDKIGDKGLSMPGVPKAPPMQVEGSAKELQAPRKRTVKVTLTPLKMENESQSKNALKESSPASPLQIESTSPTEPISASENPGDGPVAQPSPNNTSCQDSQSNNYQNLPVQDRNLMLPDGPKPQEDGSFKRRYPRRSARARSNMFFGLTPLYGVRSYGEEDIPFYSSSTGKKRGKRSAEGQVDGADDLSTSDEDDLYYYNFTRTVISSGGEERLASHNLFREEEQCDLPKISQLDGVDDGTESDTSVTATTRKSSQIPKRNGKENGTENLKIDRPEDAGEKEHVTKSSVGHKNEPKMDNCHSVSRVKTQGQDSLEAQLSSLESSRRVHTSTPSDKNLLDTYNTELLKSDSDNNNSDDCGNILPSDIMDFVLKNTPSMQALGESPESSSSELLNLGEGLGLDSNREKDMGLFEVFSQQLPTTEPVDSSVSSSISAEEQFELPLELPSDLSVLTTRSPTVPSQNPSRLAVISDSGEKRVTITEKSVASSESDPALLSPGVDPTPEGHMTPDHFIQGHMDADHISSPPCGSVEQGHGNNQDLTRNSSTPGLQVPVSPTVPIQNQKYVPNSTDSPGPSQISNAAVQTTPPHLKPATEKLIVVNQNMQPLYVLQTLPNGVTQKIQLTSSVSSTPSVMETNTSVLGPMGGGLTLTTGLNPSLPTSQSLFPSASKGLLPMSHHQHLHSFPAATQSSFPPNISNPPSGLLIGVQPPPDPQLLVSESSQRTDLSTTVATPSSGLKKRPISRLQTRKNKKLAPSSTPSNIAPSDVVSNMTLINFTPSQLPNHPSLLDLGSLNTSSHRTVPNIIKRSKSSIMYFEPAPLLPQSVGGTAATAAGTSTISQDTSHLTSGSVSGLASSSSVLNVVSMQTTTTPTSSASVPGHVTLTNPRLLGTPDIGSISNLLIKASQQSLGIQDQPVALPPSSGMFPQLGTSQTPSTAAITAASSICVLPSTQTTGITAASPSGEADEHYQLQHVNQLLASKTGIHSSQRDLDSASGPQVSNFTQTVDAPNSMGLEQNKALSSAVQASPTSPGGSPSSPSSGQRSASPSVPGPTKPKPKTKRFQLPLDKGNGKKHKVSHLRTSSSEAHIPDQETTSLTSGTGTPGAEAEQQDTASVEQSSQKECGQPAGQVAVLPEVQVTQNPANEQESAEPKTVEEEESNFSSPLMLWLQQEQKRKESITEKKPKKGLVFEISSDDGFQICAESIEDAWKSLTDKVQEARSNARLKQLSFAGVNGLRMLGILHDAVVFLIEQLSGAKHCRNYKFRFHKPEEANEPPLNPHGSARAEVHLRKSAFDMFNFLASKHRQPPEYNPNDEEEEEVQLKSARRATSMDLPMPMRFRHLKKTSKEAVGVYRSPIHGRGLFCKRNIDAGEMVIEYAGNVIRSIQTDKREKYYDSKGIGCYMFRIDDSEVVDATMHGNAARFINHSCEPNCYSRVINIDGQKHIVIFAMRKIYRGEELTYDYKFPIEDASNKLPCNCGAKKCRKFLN
#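 Steps: dispense CXXC domain solution (7 uM) → pin compounds or unlabeled HOX-A9 DNA control → 5 min ambient → add FLSN-HOX-A9 solution (50 nM) → spin → 30 min ambient → fluorescence polarization. Tris pH 7.5/NaCl/DTT/BSA buffer.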
# * hit, by the source's call; ? = inconclusive; . = not tested or not shown; & = joins results of further samples; [ ] = another dose, or the depositor's remark. Unless noted, calls come from the whole dose curve; as a rule, active = well fitted curve in the direction sought with a large enough effect; inconclusive = small, poorly fitted or top-dose-only effect, or another doubt; inactive = no such curve, though single readings can be large; an effect the other way counts as inactive or inconclusive. Potency is the fitted concentration of half-maximal effect. This is a subset; count on the stated rates, not on these rows.
SMILES,p53 reactivator,ELG1 genotox,RORg inh,NPC1 promoter act,Rab9 prom act,BRCA1 expr up,FLuc counter,MBNL1 CUG block,uPA surface inh,Gal4-VP16 FLuc,CXXC DNA block
COCCN(C(=O)c1ccccc1F)c1nc(-c2ccc(OC)cc2)cs1,-2%,10%,26%,?,22%,5%,?,5%,-3%,2%,-5%
O=S(=O)(NCC1CCCO1)c1cc(Br)c(Br)s1 (stereo not given),-17%,0%,-11%[0.365 µM],-4%,-3%,-13%,0%,-3%,2%,.,-1%
Cc1ccc(S(=O)(=O)N2CCN(c3ccc4nnc(-c5ccccc5)n4n3)CC2)cc1,-3%,2%,-19%,1%,1%,2%,0%,-8%,1%,3%,23%
Cc1ccc(CNC(=O)c2cc3c(=O)n(C)c4ccccc4c3n2C)cc1,2%,0%,1%,-6%,-5%,0%,1%,6%,-1%,4%,13%
N#Cc1c(-c2cccnc2)cc(-c2ccccc2)nc1N,-5%,?,-9%,-2%,-2%,-54%,-5%,9%,?,-2%,-1%
Oc1c(C=Nc2ccccc2)sc(=S)n1Cc1ccccc1,-2%,3%,28%,-5%,1%,0%,?,1%,0%,25%,18%
Fc1ccccc1C1c2cccn2CCN1C(=S)Nc1ccc(Br)cc1 (stereo not given),1%,-4%,?,-7%,-3%,-61%,-3%,-9%,0%,-13%,20%
COc1ccc(OC)c(S(=O)(=O)NCCO)c1,-13%,-1%,-5%,1%,-7%,-6%,-1%,-1%,0%,5%,4%
O=C(OCCCN1CCOCC1)c1ccc(O)c(O)c1,4%,10%,-5%,-3%,12%,74%,0%,-7%,?,0%,4%
NC(=O)c1ccsc1NC(=O)CSc1nnc(Nc2ccccc2)s1,-3%,-9%,?,4%,-1%,-6%,?,3%,6%,3%,3%
CCN(CC)S(=O)(=O)c1ccc(NC(=O)COC(=O)c2c[nH]c(=O)[nH]c2=O)cc1,-3%,-2%,5%,21%,-2%,-7%,-3%,-2%,-29%,-7%,7%
CSc1cccc(NC(=S)N(Cc2ccc(C)cc2)Cc2ccccn2)c1,-1%,-16%,13µM*,-5%,-3%,1%,-2%,-2%,5%,-10%,-4%
Cc1ccccc1C(=O)Nc1nc(=S)ss1,2%,-5%,7%,7%,1%,15%,?,2%,4%,-2%,-15%
COc1ccc(-c2nnc3sc(CN4C(=O)c5ccccc5C4=O)nn23)cc1,-1%,-1%,-22%,-12%,5%,-15%,1%,13%,-1%,9%,-5%
Cc1cccc(C(=O)OCC(=O)NC(C)CCc2ccccc2)c1O (stereo not given),-2%,1%,2%,-1%,-2%[1.84 µM],1%,-1%,0%,-4%,2%,12%
CCNC(=O)NC(=O)C(C)OC(=O)CCS(=O)(=O)c1ccc(C)cc1 (stereo not given),1%,3%,0%,1%,-3%,0%,0%,.,-7%,-3%,3%
O=C(Cn1ccc(C(F)(F)F)n1)N/N=C/c1ccc(N2CCOCC2)cc1,-2%,2%,8%,-2%,14%,-41%,-17%,8%,-1%,-14%,1%
CC1CCN(c2ccc(/C=N/n3nnnc3N)cc2[N+](=O)[O-])CC1,-4%,13%,-16%,2%,12%,33%,4%,19%,8%,-24%,0%
O=S(=O)(c1ccc2c(c1)OCCCO2)N1CCNCC1,-9%,1%,-6%,-6%,-2%,-7%,3%,-3%,-2%,3%,8%
O=C(NCC(c1ccco1)N1CCc2ccccc2C1)C(=O)Nc1ccccc1 (stereo not given),10%,-1%,.,5%,-1%,-3%,-10%,.,8%,.,.
CC(=O)c1ccc(OCc2cc(C(=O)N(C)CCOc3ccc(C)cc3)no2)cc1,5%,2.9µM*,35%,2.5µM*,4µM*,4µM*,9.5µM*,-5%,-9%,?,7%
Cc1noc(C)c1COC(=O)CCOc1ccccc1,-3%,1%,?,0%,-9%,9%,6%,0%,2%,-2%,0%
COc1cc(/C=N/n2cnnc2)ccc1Oc1nc(Cl)ncc1F,20%,-15%,?,-8%,-8%,-1%,0%,5%,-5%,?,27%
O=C(Nc1ccc2c(c1)OCCO2)C1CCCN1C(=O)Nc1ccc(F)cc1 (stereo not given),4%,11%,1%,-2%,3%,-2%,4%,1%,2%,3%,-3%
O=C(Nc1cccc(Br)c1)c1cc(S(=O)(=O)N2CCOCC2)cs1,-23%,-11%,?,0%,6%,-25%,-7%,1%,-7%,2%,7%
# Continuation:
SMILES,p53 reactivator,ELG1 genotox,RORg inh,NPC1 promoter act,Rab9 prom act,BRCA1 expr up,FLuc counter,MBNL1 CUG block,uPA surface inh,Gal4-VP16 FLuc,CXXC DNA block
O=C(Nc1ccc(Br)cc1)c1ccc(-n2cnnn2)cc1,-2%,0%,0%,2%,9%,-2%,-1%,8%,-2%,-5%,-1%
O=c1cc(O)n(-c2ccccc2)c(=S)[nH]1,-5%,-1%,-19%,-3%,3%,7%,2%,13%,1%,-2%,-5%
COc1ccc(N2CCN(C(=O)c3cccc(Br)c3)CC2)c([N+](=O)[O-])c1,-9%,-7%,28%,-7%,1%,-5%,-2%,?,-11%,-22%,-17%
Cc1nnc(SC/C=C/c2ccccc2)n(N)c1=O,-2%,0%,?,-2%,2%,3%,2%,-8%,-1%,22%,0%
N#CC1=C(S)N(c2ccccc2)C(c2cccs2)NC1=O (stereo not given),6%,-3%,-11%,6%,2%,-9%,6%,-7%,-4%,-7%,-26%
CCOc1ccc(OCCOCCN2CCCC2)cc1,2%,0%,-22%,-3%,5%,0%,1%,1%,19%,4%,0%
CCCn1c(=O)c(C(=O)NCCc2ccc(OC)c(OC)c2)c(O)c2ccccc21,25%,-7%,11µM*,-6%,-1%,6%,7%,-8%,11%,?,-8%
O=C(O)c1cc(Cl)c(Cl)cc1C(=O)N1CCCC1,0%,1%,-4%[0.365 µM],-1%,-7%,-15%,2%,-4%,12%,.,-1%
O=C(COC(=O)C1CC1)Nc1ccc(Cl)cn1,-8%,0%,.,3%,-4%,8%,-9%,.,1%,.,.
COC(=O)c1ccc(-n2c(C)cc(-c3csc(NC(=O)c4ccc(S(=O)(=O)N(C)C)cc4)n3)c2C)cc1,-4%,-8%,7%,-12%,-22%,3%,1%,17%,-1%,-10%,8%
CCOc1ccc(NC(=O)c2ccc(OCC3CCCO3)cc2)cc1S(=O)(=O)N(CC)CC (stereo not given),-11%,-1%,.,-7%,-6%,-25%,-1%,.,-3%,.,.
Brc1ccc(-c2ccc(/C=N/Nc3nc4ccccc4[nH]3)o2)cc1,?,?,4.5µM*,?,?,4%,0.85µM*,13%,10µM*,5µM*,86%[activator]
O=C(CC(C(=O)O)N1CCOCC1)Nc1ccc(Cl)cc1 (stereo not given),10%,-3%,20%[0.365 µM],-2%,1%,6%,3%,-1%,.,.,9%
CCN(CC(=O)Nc1cc(S(=O)(=O)N2CCOCC2)ccc1Cl)Cc1ccccc1,-3%,-11%,.,-10%,-11%,-61%,3%,.,-12%,.,.
OCC[C@H]1C[C@@H](O)[C@H](O)[C@@]2(Cc3ccccc3O2)O1,-5%,4%,.,1%,-6%,-3%,4%,.,7%,.,.
CCOc1cccc(N2C(=O)CC(N(CCc3ccc(OC)c(OC)c3)C(=O)CC)C2=O)c1 (stereo not given),18%,0%,-23%[0.365 µM],-5%&-1%,-5%&0%,-12%,3%&-2%,-6%&-4%,-2%,11%,-1%&1%
CCOc1ccc(OCCSc2nc3ccccc3[nH]2)cc1,26%,8%,1%,2%,2%,-29%,?,-7%,-4%,1%,12%
COc1ccc(OC)c(N=C2C(=O)Nc3ccccc32)c1,7%,3%,?,7%,8%,-13%,-17%,?,4%,-1%,-4%
Cc1ccc(C(=O)N2CCN(c3ccccc3)CC2)cc1C,24%,8%,33%,11%,-1%,30%,0%[2.3 µM],-1%,17%,3%,5%
Clc1cccc(N/N=C/c2ccc(N3CCOCC3)s2)c1,16%,-9%,?,-1%,21%,-73%,9.5µM*,17%,11%,?,8%
CN(CC(=O)Nc1cccc2c1CCCC2)S(=O)(=O)c1ccc(Br)cc1,-2%,-3%,34%,-1%,-16%,-36%,5%,-11%,16%,3%,6%
O=C(O)CCn1c(SCc2ccccc2)nc2ccccc21,-6%,?,2%[0.365 µM],16%,?,90%,?,-1%,-10%,.,3%
O=C(CN1C(=O)S/C(=C/c2ccncc2)C1=O)N1CCOCC1,?,0%,?,2%,0%,-8%,-3%,?,-5%,-26%,16%
CCCc1nnc(SCC(=O)Nc2ccc(Cl)cc2Cl)o1,10%,-1%,22%,5%,1%,84%,-2%,-9%,3%,2%,14%
